AHR activator: AHR activators, primary screen, cell-based, luminescence, luciferase reporter, human. Aryl hydrocarbon receptor (Homo sapiens), P35869. AHR-responsive luciferase reporter cells. activation, % at 5 µM. actives 2.5% (n = 320,000); in the data active means activation above about 47%;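 further: 0% = vehicle wells and 100% = reference agonist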
GLD-1 RNA inh: GLD-1/TGE RNA complex disruptors, primary screen, biochemical, fluorescence polarization; purified GLD-1 + fluorescein TGE RNA; inhibition, % at 5.96 µM; actives 0.44% (n = 320,000);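 active means percent inhibition above a per-plate cutoff, the plate mean of test compounds plus 3 SD, cut at about 30% in these data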;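 further: 0% = DMSO wells with GLD-1 and probe and 100% = wells lacking GLD-1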
PAFAH1B2 FP inh: PAFAH1B2 enzyme inhibitors, primary screen, biochemical, fluorescence polarization, human. Platelet-activating factor acetylhydrolase IB subunit alpha2 (Homo sapiens), P68402. recombinant PAFAH1B2, FP-rhodamine activity probe. inhibition, % at 3.39 µM. actives 1.2% (n = 340,000). AID 492953, 2010;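 active means inhibition above the mean of all tested compounds plus 3 SD, cut at about 24% in these data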;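 further: 0% = enzyme with DMSO and 100% = wells lacking PAFAH1B2; many of its hits are not listed in these tables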
BCLXL inh: inhibitors of human Bcl-xL, primary screen, biochemical, fluorescence polarization, HTS | Bcl-2-like protein 1 (Homo sapiens), Q07817 | GST-Bcl-xL / FITC-Bim BH3 peptide fluorescence polarization | actives 0.7% (n = 320,000) | inhibition, % at 10.9 µM | AID 2129, 2009;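 active means inhibition above the mean of all tested compounds plus 3 SD, cutoff set per campaign, cut at about 30% in these data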;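 further: 0% = DMSO wells and 100% = unlabeled Bim-BH3 peptide competitor; inhibitors lower millipolarization by displacing the labeled peptide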
Target sequence (Q07817 whole entry, looked up): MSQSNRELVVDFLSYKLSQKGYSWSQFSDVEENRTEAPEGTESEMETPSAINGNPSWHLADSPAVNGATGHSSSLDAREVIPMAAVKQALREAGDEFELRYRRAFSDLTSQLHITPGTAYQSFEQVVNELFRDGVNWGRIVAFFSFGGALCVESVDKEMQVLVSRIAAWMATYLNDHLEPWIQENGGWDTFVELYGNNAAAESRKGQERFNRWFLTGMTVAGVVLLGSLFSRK
Fam108B counter: mouse Fam108B serine hydrolase inhibitors, primary screen, counter-screen for RBBP9 inhibitor project, biochemical, fluorescence polarization; recombinant Fam108B, FP-Rh probe fluorescence polarization; inhibition, % at 9.51 µM; actives 0.33% (n = 300,000);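 active means inhibition above the screen mean inhibition plus 3 SD, computed separately per campaign, cut at about 18% in these data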;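 further: inhibitors lower polarization as less probe binds the enzyme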
pPAFAH FP inh: pPAFAH enzyme inhibitors, primary screen, biochemical, fluorescence polarization, human | AID 463082, 2010 | Platelet-activating factor acetylhydrolase (Homo sapiens), Q13093 | recombinant pPAFAH, FP-rhodamine probe fluorescence polarization | actives 1.5% (n = 330,000) | inhibition, % at 3.39 µM;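 active means inhibition above the mean inhibition across the screen plus 3 SD, cut at about 25% in these data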;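 further: inhibitors block binding of the rhodamine activity-based probe so polarization drops; 0% = enzyme with DMSO and 100% = wells lacking pPAFAH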
PME-1 primary: PME-1 inhibitors via competitive probe labeling, primary screen, biochemical, fluorescence polarization, FP-Rh probe, HTS; Protein phosphatase methylesterase 1 (Homo sapiens), Q9Y570; actives 0.53% (n = 320,000); recombinant PME-1; inhibition, % at 5.9 µM;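 active means inhibition above the campaign mean of all compounds plus 3 SD, cut at about 26% in these data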;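 further: competitive labeling of PME-1 active site by serine hydrolase directed probe; 0% = PME-1 with DMSO and 100% = wells lacking PME-1 enzyme; inhibitors block probe labeling so polarization falls and inhibition rises; many of its hits are not listed in these tables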
MCL1-BIM inh: inhibitors of MCL1 binding to BIM-BH3, primary screen, biochemical, fluorescence polarization | inhibition, % at 10.9 µM | AID 2057, 2009 | GST-MCL1 / FITC-Bim-BH3 fluorescence polarization | actives 0.68% (n = 320,000) | Induced myeloid leukemia cell differentiation protein Mcl-1 (Homo sapiens), Q07820;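 active means inhibition above the mean inhibition of all tested compounds plus 3 SD, set per campaign, cut at about 40% in these data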;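 further: 0% = DMSO wells and 100% = unlabeled Bim-BH3 peptide control; higher means more loss of mP so more displacement of Bim peptide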
Target sequence (Q07820 whole entry, looked up): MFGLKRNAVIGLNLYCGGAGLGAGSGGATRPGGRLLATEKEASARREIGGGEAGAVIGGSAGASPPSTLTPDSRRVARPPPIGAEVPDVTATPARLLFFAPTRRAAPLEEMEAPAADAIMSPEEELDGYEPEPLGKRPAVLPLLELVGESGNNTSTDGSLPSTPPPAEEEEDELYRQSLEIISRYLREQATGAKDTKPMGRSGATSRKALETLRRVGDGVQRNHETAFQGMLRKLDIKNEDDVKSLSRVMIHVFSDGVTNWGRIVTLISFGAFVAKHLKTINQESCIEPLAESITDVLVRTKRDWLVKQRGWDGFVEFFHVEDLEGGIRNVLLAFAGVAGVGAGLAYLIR
MEX-5 binding: MEX-5 zinc finger RNA-binding disruptors – biochemical, C. elegans, fluorescence polarization, MLPCN library, primary screen. MEX-5/FITC-TCR2 RNA binding; hits give low values. actives 0.38% (n = 300,000). activity score (negative = inhibition of binding), % at 10 µM;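 active means inhibition past about -25% in most replicates, and total fluorescence under double the plate's negative control median, limit read from the data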;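 further: 0% = DMSO and -100% = 5 µM competing unlabeled TCR2 RNA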
Target sequence (Q9XUB2 whole entry, looked up): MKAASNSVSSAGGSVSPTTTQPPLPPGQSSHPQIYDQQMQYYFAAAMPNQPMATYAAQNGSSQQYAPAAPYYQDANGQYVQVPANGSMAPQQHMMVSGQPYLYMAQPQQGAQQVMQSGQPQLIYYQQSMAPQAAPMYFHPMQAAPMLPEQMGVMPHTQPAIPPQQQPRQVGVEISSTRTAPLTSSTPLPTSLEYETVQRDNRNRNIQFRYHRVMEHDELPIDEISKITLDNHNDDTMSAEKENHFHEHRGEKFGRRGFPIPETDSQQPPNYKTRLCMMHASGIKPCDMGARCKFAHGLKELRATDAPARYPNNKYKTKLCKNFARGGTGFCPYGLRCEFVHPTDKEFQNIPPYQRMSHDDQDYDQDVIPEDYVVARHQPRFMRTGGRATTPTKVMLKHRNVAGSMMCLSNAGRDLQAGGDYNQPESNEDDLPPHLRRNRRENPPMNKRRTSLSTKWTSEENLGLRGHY
Numbers without * were called inactive. Some of the compounds tested; rates above refer to the full screens.

COc1cccc(C2C(C#N)=C(N)N(N(C)C)C3=C2C(=O)CCC3)c1OC (configuration not stated) was read as AHR activator 1, GLD-1 RNA inh -1, PAFAH1B2 FP inh 5, BCLXL inh 9, Fam108B counter 6, pPAFAH FP inh -3, PME-1 primary 2, MCL1-BIM inh 7 and MEX-5 binding -2.6.
`COCCOC1CCN(C(=O)C2CCC(=O)N(CCc3cccc(F)c3)C2)CC1` (configuration not stated) gave AHR activator 2, GLD-1 RNA inh 5, PAFAH1B2 FP inh 9, BCLXL inh 6, Fam108B counter -3, pPAFAH FP inh 7, PME-1 primary -1, MCL1-BIM inh 1 and MEX-5 binding -0.2.
Screening Cc1noc(C)c1S(=O)(=O)Nc1ccc2c(c1)CC(=O)N([C@H](C)CO)C[C@H](C)[C@H](CN(C)S(=O)(=O)c1ccc(F)cc1)O2 returned AHR activator -1, GLD-1 RNA inh 4, PAFAH1B2 FP inh 5 and pPAFAH FP inh 3.
Screening O=C(COC(=O)Cc1ccc(Cl)cc1Cl)NCCC1=CCCCC1 returned AHR activator -2, GLD-1 RNA inh 2, PAFAH1B2 FP inh 2, BCLXL inh 5, Fam108B counter 1, pPAFAH FP inh 11, PME-1 primary 5, MCL1-BIM inh -5 and MEX-5 binding 2.6.
O=C1CN(C(=O)COc2ccccc2)CCN1 was read as AHR activator 3, GLD-1 RNA inh 8, PAFAH1B2 FP inh -2, BCLXL inh 2, Fam108B counter 1, pPAFAH FP inh 1, PME-1 primary -6, MCL1-BIM inh -2 and MEX-5 binding -1.2.
`O=C(NC1CCN(Cc2ccccc2)CC1)C1CCN(c2nnc(-n3cccc3)s2)CC1` gave AHR activator -1, GLD-1 RNA inh 9, PAFAH1B2 FP inh 1, BCLXL inh 2, Fam108B counter 2, pPAFAH FP inh 0, PME-1 primary -1, MCL1-BIM inh 1 and MEX-5 binding -2.3.
Screening O=C(Nc1cccc(C(F)(F)F)c1)C(Sc1cccc[n+]1[O-])c1ccccc1 (configuration not stated) returned AHR activator 6, GLD-1 RNA inh -7, PAFAH1B2 FP inh 2, BCLXL inh 2, Fam108B counter -3, pPAFAH FP inh -1, PME-1 primary -14, MCL1-BIM inh 0 and MEX-5 binding 2.1.
CCOC(=O)C1CCN(CC(O)COCc2ccccc2)CC1 (configuration not stated) was read as AHR activator 0, GLD-1 RNA inh 3, PAFAH1B2 FP inh 4, BCLXL inh 0, Fam108B counter 8, pPAFAH FP inh -6, PME-1 primary 5, MCL1-BIM inh -7 and MEX-5 binding 0.2.
CC/C(C)=N/Nc1cccc([N+](=O)[O-])c1 was read as AHR activator 8, GLD-1 RNA inh 5, PAFAH1B2 FP inh 0, BCLXL inh 5, Fam108B counter -3, pPAFAH FP inh -1, PME-1 primary 3, MCL1-BIM inh 12 and MEX-5 binding -0.1.
`CCOc1ccccc1CNCCO` gave AHR activator -2, GLD-1 RNA inh -1, PAFAH1B2 FP inh -1, BCLXL inh 2, Fam108B counter 1, pPAFAH FP inh 1, PME-1 primary -9, MCL1-BIM inh 2 and MEX-5 binding 0.2.
`COc1ccc(NC(=O)COC(=O)Cc2cccs2)cc1OC` gave AHR activator 2, GLD-1 RNA inh 8, PAFAH1B2 FP inh 3, BCLXL inh 1, Fam108B counter -3, pPAFAH FP inh 12, PME-1 primary -3, MCL1-BIM inh -3 and MEX-5 binding 2.8.
`C=CCN(CC=C)C(=O)CCc1nnc(CCc2c[nH]c3ccccc23)o1` gave AHR activator 1, GLD-1 RNA inh 2, PAFAH1B2 FP inh 6, BCLXL inh 7, Fam108B counter 1, pPAFAH FP inh 1, PME-1 primary 4, MCL1-BIM inh 4 and MEX-5 binding -0.9.
`COc1cc(NC(=O)C2CCCO2)c(C(=O)O)cc1OC` (configuration not stated) gave AHR activator -3, GLD-1 RNA inh 6, PAFAH1B2 FP inh 3, BCLXL inh 19, Fam108B counter -2, pPAFAH FP inh -7, PME-1 primary -3, MCL1-BIM inh 18 and MEX-5 binding 0.6.
O=C(Cc1c(F)cccc1Cl)Nc1ccc(-n2cnnn2)cc1 was read as AHR activator 0, GLD-1 RNA inh -2, PAFAH1B2 FP inh -3, BCLXL inh -8, Fam108B counter -5, pPAFAH FP inh -1, PME-1 primary 5 and MCL1-BIM inh -18.
`COc1ccc(N(CC(=O)NC2CCCCC2)S(=O)(=O)c2cccs2)cc1` gave AHR activator 1, GLD-1 RNA inh 6, PAFAH1B2 FP inh 2 and pPAFAH FP inh 6.
Screening Cc1cc(C(=O)COC(=O)/C=C/c2ccco2)c(C)n1C returned AHR activator 1, GLD-1 RNA inh -1, PAFAH1B2 FP inh -1 and pPAFAH FP inh 0.
Screening O=C1Nc2ccccc2C1Cc1ccccc1 (configuration not stated) returned AHR activator -1, GLD-1 RNA inh 3, PAFAH1B2 FP inh -2, BCLXL inh 2, Fam108B counter 0, pPAFAH FP inh -1, PME-1 primary 3, MCL1-BIM inh 5 and MEX-5 binding 1.9.
`COc1ccc(CS(=O)c2nc(C)cc(C)c2S(C)(=O)=O)cc1` (configuration not stated) gave AHR activator -2, GLD-1 RNA inh 6, PAFAH1B2 FP inh 3, BCLXL inh 2, Fam108B counter 2, pPAFAH FP inh 0, PME-1 primary -2, MCL1-BIM inh -4 and MEX-5 binding 2.3.
CCOC(=O)c1ccc(CNC(=O)Cn2nnc(-c3ccccc3)n2)o1 was read as AHR activator -1, GLD-1 RNA inh 2, PAFAH1B2 FP inh -5, BCLXL inh 0, Fam108B counter 6, pPAFAH FP inh 2, PME-1 primary 2, MCL1-BIM inh -2 and MEX-5 binding -0.5.
`CCN(C[C@H]1N[C@@](Cc2ccccc2)(C(=O)OC)[C@H]2C(=O)N(C)C(=O)[C@@H]12)C(=O)Nc1ccc(F)cc1` gave AHR activator 2, GLD-1 RNA inh 3, PAFAH1B2 FP inh 7 and pPAFAH FP inh -10.
COc1cccc(/C=C2\N=C(SC)SC2=O)c1OC was read as AHR activator 2, GLD-1 RNA inh 2, PAFAH1B2 FP inh 4, BCLXL inh -1, Fam108B counter 0, pPAFAH FP inh 1, PME-1 primary -2, MCL1-BIM inh 2 and MEX-5 binding -0.5.
`COc1cc2cccc(OC)c(=O)c2c(OC)c1OC` gave AHR activator 0, GLD-1 RNA inh 6, PAFAH1B2 FP inh -1, BCLXL inh 4, Fam108B counter 0, pPAFAH FP inh -3, PME-1 primary 3, MCL1-BIM inh 2 and MEX-5 binding -0.7.
COc1ccc(C(=O)Oc2ccc(/C=N/NC(=O)c3cccnc3)cc2OC)cc1 was read as AHR activator 6, GLD-1 RNA inh 4, PAFAH1B2 FP inh -6, BCLXL inh 2, pPAFAH FP inh -4, PME-1 primary -10 and MCL1-BIM inh 2.
`NC(=O)Cn1nc(-c2ccccc2)nc1-c1ccccc1` gave AHR activator -1, GLD-1 RNA inh 4, PAFAH1B2 FP inh 1, BCLXL inh -2, Fam108B counter 2, pPAFAH FP inh 3, PME-1 primary 1, MCL1-BIM inh -4 and MEX-5 binding 1.7.
CCC(=O)Oc1ccc2c(C)cc(=O)oc2c1C(=O)CC was read as AHR activator 1, GLD-1 RNA inh 12, BCLXL inh 1, Fam108B counter -3, pPAFAH FP inh 1, PME-1 primary 2, MCL1-BIM inh 7 and MEX-5 binding -0.7.
`CC(C)N1CCC(N2CCN(CCCn3cccn3)CC2CCO)CC1` (configuration not stated) gave AHR activator 1, GLD-1 RNA inh 2, PAFAH1B2 FP inh 3, BCLXL inh 4, Fam108B counter -3, pPAFAH FP inh 0, PME-1 primary -1, MCL1-BIM inh 6 and MEX-5 binding -1.8.
For Cc1ccccc1S(=O)Cc1ccc(C(=O)NCCN2CCOCC2)o1 (configuration not stated) the results were AHR activator 2, GLD-1 RNA inh 1, PAFAH1B2 FP inh 0, BCLXL inh 3, Fam108B counter -3, pPAFAH FP inh 5, PME-1 primary -9, MCL1-BIM inh 4 and MEX-5 binding -0.1.
CCOc1ccc(C(=O)Nc2cccc(C(=O)O)c2C)cc1Cl was read as AHR activator -3, GLD-1 RNA inh -1, PAFAH1B2 FP inh 4, BCLXL inh 0, Fam108B counter -7, pPAFAH FP inh 5, PME-1 primary 3, MCL1-BIM inh -8 and MEX-5 binding 1.1.
For CCOc1ccc(C(=O)c2cc([N+](=O)[O-])ccc2Cl)cc1 the results were AHR activator 7, GLD-1 RNA inh -5, PAFAH1B2 FP inh 3, BCLXL inh 2, Fam108B counter 1, pPAFAH FP inh 8, PME-1 primary 3, MCL1-BIM inh 2 and MEX-5 binding 1.9.
`CCC(CC)NC(=O)c1cc(S(=O)(=O)N2CCCCC2)ccc1N1CCOCC1` gave AHR activator -2, GLD-1 RNA inh 3, PAFAH1B2 FP inh 4, BCLXL inh 7, pPAFAH FP inh 7, PME-1 primary 4 and MCL1-BIM inh 4.
`CCOC(=O)c1ccccc1NS(=O)(=O)c1ccc(OC)cc1` gave AHR activator 1, GLD-1 RNA inh 0, PAFAH1B2 FP inh 2, BCLXL inh 3, Fam108B counter -5, pPAFAH FP inh -4, PME-1 primary 12, MCL1-BIM inh 4 and MEX-5 binding 0.3.
Screening O=C1CC(c2ccco2)=Nc2ccccc2N1 returned AHR activator -1, GLD-1 RNA inh 8, PAFAH1B2 FP inh -5, BCLXL inh 2, Fam108B counter 0, pPAFAH FP inh 4, PME-1 primary -1, MCL1-BIM inh -2 and MEX-5 binding -2.8.
For COC(=O)c1ccc(NC(=O)CNc2ccccc2)cc1 the results were AHR activator 1, GLD-1 RNA inh -2, PAFAH1B2 FP inh 2, BCLXL inh 1, Fam108B counter 0, pPAFAH FP inh 10, PME-1 primary 2, MCL1-BIM inh 2 and MEX-5 binding -12.
O=C(NCc1ccncc1)C1CCCN(S(=O)(=O)c2ccc(Br)cc2)C1 (configuration not stated) was read as AHR activator 1, GLD-1 RNA inh 1, PAFAH1B2 FP inh 12, BCLXL inh 9, Fam108B counter 0, pPAFAH FP inh -1, PME-1 primary 9, MCL1-BIM inh 7 and MEX-5 binding 0.7.
For CCCN1C2CCCC1CC(NC(=S)Nc1ccc(OC)cc1)C2 (configuration not stated) the results were AHR activator 3, GLD-1 RNA inh -2, PAFAH1B2 FP inh 7, BCLXL inh 8, Fam108B counter -2, pPAFAH FP inh -3, PME-1 primary -6, MCL1-BIM inh 9 and MEX-5 binding 1.9.
O=C(c1ccc2nc[nH]c2c1)N1CCN(c2ncc(C(F)(F)F)cc2Cl)CC1 was read as AHR activator -2, GLD-1 RNA inh -1, PAFAH1B2 FP inh 1, BCLXL inh 3, Fam108B counter 3, pPAFAH FP inh 10, PME-1 primary 2, MCL1-BIM inh 6 and MEX-5 binding -1.7.

From PubChem
